Nox1 inh – human Nox1 inhibition; HT29 cells, luminol chemiluminescence ROS; hit rate 0.81% among 16,000; Q9Y5S8; inhibition, % at 6.7 µM
Target sequence (Q9Y5S8 whole entry, looked up): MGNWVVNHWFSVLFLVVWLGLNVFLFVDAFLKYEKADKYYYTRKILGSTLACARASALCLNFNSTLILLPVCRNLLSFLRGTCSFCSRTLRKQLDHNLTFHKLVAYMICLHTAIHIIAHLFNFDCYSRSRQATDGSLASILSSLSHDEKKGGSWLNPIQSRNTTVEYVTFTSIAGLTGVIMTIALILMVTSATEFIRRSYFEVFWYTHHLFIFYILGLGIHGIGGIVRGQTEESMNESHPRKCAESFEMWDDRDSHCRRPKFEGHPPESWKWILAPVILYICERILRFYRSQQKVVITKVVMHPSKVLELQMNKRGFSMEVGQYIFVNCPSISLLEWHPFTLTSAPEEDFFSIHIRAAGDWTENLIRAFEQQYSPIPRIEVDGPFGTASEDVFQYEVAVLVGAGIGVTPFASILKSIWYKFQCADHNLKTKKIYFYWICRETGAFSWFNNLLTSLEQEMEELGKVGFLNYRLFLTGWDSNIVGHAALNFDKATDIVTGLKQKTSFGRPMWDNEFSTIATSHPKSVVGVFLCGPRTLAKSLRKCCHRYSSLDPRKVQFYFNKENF
rat GALR2 ag – GALR2 (rat) receptor agonism; O08726; cell-based GALR2 agonist screen; activation, % at 10 µM; hit rate 0.5% among 16,000; AID 833; in the data active = activation above about 15%
PME-1 Maybridge – PME-1 (human) inhibition, Maybridge primary screen; recombinant PME-1, FP-Rh probe fluorescence polarization; inhibition, % at 9 µM; hit rate 0.5% among 16,000; AID 2291; in the data active = inhibition above about 30%
Target sequence (Q9Y570 whole entry, looked up): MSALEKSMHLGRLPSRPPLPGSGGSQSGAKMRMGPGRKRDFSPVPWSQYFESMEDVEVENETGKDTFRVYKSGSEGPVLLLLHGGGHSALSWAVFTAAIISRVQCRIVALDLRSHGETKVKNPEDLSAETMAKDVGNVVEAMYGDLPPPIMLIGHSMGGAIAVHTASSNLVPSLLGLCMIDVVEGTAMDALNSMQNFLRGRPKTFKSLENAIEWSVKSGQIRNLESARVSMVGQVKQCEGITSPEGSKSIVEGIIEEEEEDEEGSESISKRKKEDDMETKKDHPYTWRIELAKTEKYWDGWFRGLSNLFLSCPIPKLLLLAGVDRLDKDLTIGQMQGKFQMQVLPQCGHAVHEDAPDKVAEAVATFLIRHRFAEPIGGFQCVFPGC
luminol inh ctr – quenches luminol chemiluminescence in Nox1 counter-screen. inhibition, % at 6.7 µM. hit rate 0.4% among 16,000. AID 1823. HRP/luminol/H2O2 chemiluminescence counterscreen; also: reference of the scale not given here
OPRK1 antag MB – antagonists of human kappa opioid receptor OPRK1, Maybridge library; P41145; hit rate 0.4% among 16,000; inhibition, % at 9 µM; OPRK1 cells, antagonist mode, fluorescence readout; in the data active = inhibition above about 50%
TLR4 MyD88 blk – TLR4-MyD88 interaction inhibition; O00206; Cell-based TLR4-MyD88 binding inhibition assay; inhibition, % at 10 µM; hit rate 0.06% among 16,000; AID 811; in the data active = inhibition above about 45%
S1P1 agonist – activates the human S1P1 receptor. P21453. S1P1 agonist cell-based reporter assay. activation, % at 4.5 µM. hit rate 1.5% among 16,000; in the data active = activation above about 80%
NOTCH agonist – agonists of NOTCH signaling | NOTCH signaling luciferase reporter cells, luminescence | activation, % at 2.5 µM | hit rate 0.4% among 15,000 | AID 434982; in the data active = activation above about 2.2%
* marks the source's active call; other numbers are inactive results; . = not tested or not shown. Rule as the data show it, unless noted: active = inhibition above about 75%; inactive = the rest. Compounds as they come; 4.8% or so of the library scored in one or more.

SMILES	Nox1 inh	rat GALR2 ag	PME-1 Maybridge	luminol inh ctr	OPRK1 antag MB	TLR4 MyD88 blk	S1P1 agonist	NOTCH agonist
N#Cc1cc(-c2ccccc2)oc1N	-139	1	-2	5	2	-2	-8	-1.0
O/N=C/c1sccc1Oc1ccccc1	21	-4	5	-4	8	0	35	-0.1
COc1ccc(N=CC2=C(Cl)c3cc(Cl)ccc3SC2)cc1	-35	-11	-8	-6	9	-3	5	0.3
O=c1c2ccccc2c(=O)n2n1CCCC2	-4	-3	5	-5	14	-8	-29	-0.2
CC(C)S(=O)(=O)c1cscc1N/C=C(/C#N)C(=O)C1CC1	14	-10	9	-5	15	-4	18	0.0
c1ccc(Oc2cccc3cccnc23)nc1	-52	-2	-1	1	18	-3	-14	-0.6
O=C(c1ccccc1F)N1CCOCC1	-32	-6	5	-1	20	7	-6	-0.6
O=C(CC1C(=O)NCCN1C(=O)c1c(F)cccc1Cl)Nc1cc(Cl)ccc1Cl (stereo not given)	5	-5	6	-5	-40	-4	-14	-0.1
O=C(O)CCNC(=S)Nc1cccc(C(F)(F)F)c1	-12	-5	2	0	-3	1	5	-0.3
O=C1CNC(=S)N1CCc1c[nH]c2ccccc12	-44	-7	6	6	6	0	-13	-0.4
CC(C)OC(=O)Nc1ccc(Cl)cc1	14	-4	1	-6	-1	2	20	.
O=C(c1ccc(F)cc1)C1CCN(C(=O)c2ccc(-c3cccs3)s2)CC1	-19	-7	-8	6	31	9	76	-0.6
Cc1cc(C)c(C#N)c(OC(=O)c2cccs2)n1	-9	-6	5	-1	-8	-5	-5	-0.2
Cc1noc(C)c1C(=O)NCc1ccco1	-10	-7	4	-5	9	0	-13	-0.3
CCOC(=O)C1=C(C)N2CCCN=C2S1	-32	2	-3	2	-1	6	-9	0.5
COc1ccc(C(=O)CN2CCN(c3ccc(C(F)(F)F)cn3)CC2)cc1	15	-4	8	-5	14	12	17	-0.1
O=c1[nH]c2ccc(Cl)cc2c(-c2ccccc2)c1N1CCOCC1	-33	2	0	3	8	-7	-49	0.0
Nc1nc(NCc2cccnc2)n[nH]1	77*	-5	5	-6	22	7	-2	0.8
N/C(=N\OC(=O)Nc1cccc(C(F)(F)F)c1)C1CSCCS1 (stereo not given)	-11	-4	1	-5	10	-18	-7	-0.6
CC(=O)Nc1ccc(OC(=O)c2cccc(C(F)(F)F)n2)cc1	3	-4	4	-4	-7	5	5	-0.1
NC(=O)C1CCN(CC(=O)NCc2ccc3c(c2)OCO3)CC1	16	-7	4	-7	13	1	4	-6.0
O=C1NCCCC1C(=O)NNC(=S)NCc1ccccc1 (stereo not given)	-46	-9	-1	22	-8	5	69	-0.1
CC(C)(C)OC(=O)N1CCN(C(=O)c2cccs2)CC1	-41	-3	1	-3	-4	-6	4	-0.8
O=C(C(Cc1ccccc1Cl)C(=O)N1CCc2ccccc21)N1CCc2ccccc21	-40	-10	-2	0	-15	.	15	-0.5
COc1cc2c(=O)oc(-c3c(-c4c(F)cccc4Cl)noc3C)nc2c(OC)c1OC	-18	-9	4	0	-1	1	-20	0.1
Cc1ccc(NC(c2c(C)[nH]n(-c3ccccc3)c2=O)(C(F)(F)F)C(F)(F)F)cc1	-10	-7	3	-56	-4	-2	-1	-0.1
O=C(Nc1ccccc1)OCc1cccc(COC(=O)Nc2ccccc2)c1F	-29	-4	1	-3	-4	-9	23	-1.0
O=[N+]([O-])c1ccc(NCc2ccc(-c3cccs3)s2)nc1	-5	-1	-10	-3	2	2	7	1.0
COc1ccc(/C=C2/N=C3SC(C)C(=O)N3C2=O)cc1 (stereo not given)	13	-6	7	-2	8	-5	-13	-0.2
O=S(=O)(c1cccc2cccnc12)N1CCc2ccccc2C1	-74	-4	2	1	-23	4	-2	-0.6
CC(=O)C(Sc1nccc(-c2cccnc2)n1)C(C)=O	-11	-4	-2	12	-2	0	18	0.3
CC1CN(C)C(C)c2cc[nH]c21 (stereo not given)	-28	-7	1	-3	0	4	-4	-0.3
COCc1nc(-c2ccccn2)[nH]c(=O)c1CC1CC1	-59	-5	-3	2	-1	4	-23	-0.7
COc1cccc(N2CC(=O)N(NC(=O)NC3CCCCC3)CC2=O)c1	-34	-2	1	0	12	-3	-9	-0.4
O=C(c1ccccc1)c1cccc(Cl)c1	-12	-8	2	-3	29	-5	-18	-0.4
O=S(=O)(NC(=S)Nc1ccc(Cl)c(Cl)c1)c1ccccc1	-53	-4	-33	6	-11	5	45	0.2
CC(=O)CSc1nnc2sc3ccccc3n12	-9	-4	0	3	6	0	3	0.1
Cc1nc(-c2ccccc2)sc1C(=O)N/N=C/c1cc2ccccc2o1	-17	1	5	-1	-5	-6	-22	0.5
Cc1cc(NS(=O)(=O)c2ccc(C(F)(F)F)cc2Cl)no1	-60	-1	-3	2	11	1	-15	0.3
O=C(NNC(=O)C1c2ccccc2Oc2ccccc21)c1cccc(F)c1	-30	-5	0	3	6	18	7	-0.2
N#CCc1cc2ccc3cccc4ccc(c1)c2c34	12	-8	1	-6	-14	-8	15	-0.5
CC1(C)CC(=O)c2c(cc(OS(=O)(=O)c3ccccc3)cc2OS(=O)(=O)c2ccccc2)O1	-90	-6	2	0	-36	6	-13	.
O=C(O)C(Cc1ccc(O)cc1)N1CCS(=O)(=O)CC1 (stereo not given)	-15	-5	1	4	1	4	-10	-3.1
Cc1ccc(/C=c2\sc3nc(=O)c(C)nn3c2=O)o1	3	-6	8	2	13	.	0	0.5
COc1nc(N)nc(OC)n1	8	-2	1	-4	18	-7	-15	-0.3

A draw from above in order of count of non-hydrogen atoms, ascending.
SMILES	Nox1 inh	rat GALR2 ag	PME-1 Maybridge	luminol inh ctr	OPRK1 antag MB	TLR4 MyD88 blk	S1P1 agonist	NOTCH agonist
CC(C)OC(=O)Nc1ccc(Cl)cc1	14	-4	1	-6	-1	2	20	.
O=C(c1ccccc1)c1cccc(Cl)c1	-12	-8	2	-3	29	-5	-18	-0.4
Cc1noc(C)c1C(=O)NCc1ccco1	-10	-7	4	-5	9	0	-13	-0.3
c1ccc(Oc2cccc3cccnc23)nc1	-52	-2	-1	1	18	-3	-14	-0.6
O=C1CNC(=S)N1CCc1c[nH]c2ccccc12	-44	-7	6	6	6	0	-13	-0.4
N#CCc1cc2ccc3cccc4ccc(c1)c2c34	12	-8	1	-6	-14	-8	15	-0.5
O=C(O)C(Cc1ccc(O)cc1)N1CCS(=O)(=O)CC1 (stereo not given)	-15	-5	1	4	1	4	-10	-3.1
CC(C)S(=O)(=O)c1cscc1N/C=C(/C#N)C(=O)C1CC1	14	-10	9	-5	15	-4	18	0.0
O=S(=O)(c1cccc2cccnc12)N1CCc2ccccc2C1	-74	-4	2	1	-23	4	-2	-0.6
O=c1[nH]c2ccc(Cl)cc2c(-c2ccccc2)c1N1CCOCC1	-33	2	0	3	8	-7	-49	0.0
COc1cccc(N2CC(=O)N(NC(=O)NC3CCCCC3)CC2=O)c1	-34	-2	1	0	12	-3	-9	-0.4
O=C(c1ccc(F)cc1)C1CCN(C(=O)c2ccc(-c3cccs3)s2)CC1	-19	-7	-8	6	31	9	76	-0.6
O=C(Nc1ccccc1)OCc1cccc(COC(=O)Nc2ccccc2)c1F	-29	-4	1	-3	-4	-9	23	-1.0
COc1cc2c(=O)oc(-c3c(-c4c(F)cccc4Cl)noc3C)nc2c(OC)c1OC	-18	-9	4	0	-1	1	-20	0.1

(list continues)
SMILES	Nox1 inh	rat GALR2 ag	PME-1 Maybridge	luminol inh ctr	OPRK1 antag MB	TLR4 MyD88 blk	S1P1 agonist	NOTCH agonist
CSc1ccc(C(F)(F)F)cc1NC=C(C#N)C#N	42	-9	3	3	26	-2	89*	-0.3
N#Cc1ccc(OCc2ccc(Cl)cc2)cc1	-47	-5	0	1	7	0	11	-0.2
O=c1c(=NO)c(=O)c2ccccc12	0	-8	4	-7	6	-9	2	2.3*
CCOC(=O)CC1=NC(=O)CS1	-22	-5	3	10	-4	2	3	0.0
CN(c1ccc([N+](=O)[O-])cc1Cl)C1CCCCC1	0	-11	-1	4	16	-2	18	-0.3
CNC(=S)NNC(=O)Cn1ccc(C(F)(F)F)cc1=O	2	-3	-2	20	-1	-3	-17	0.3
CC(=NCc1ccccc1)c1ccccc1O	-18	-7	1	-1	15	-2	-16	.
O=[N+]([O-])c1ccc(N2CCN(CCO)CC2)c2ncccc12	-18	-9	2	7	-13	-9	-19	.
COC(=O)c1sc(C(F)(F)F)c(-c2ccccc2)c1S(=O)(=O)N1CCOCC1	-38	-9	6	-1	-10	1	2	0.0
S=C1NCN(CCc2ccccc2)CN1	-35	-9	-3	6	-33	-2	-4	.
CCOC(=O)CCSc1cc(-n2cccc2)c(Cl)cc1[N+](=O)[O-]	-72	-6	7	3	-13	1	4	-0.2
CC(C)S(=O)(=O)C/C(N)=N/OC(=O)c1cc(Cl)cc(Cl)c1	14	-7	7	-5	6	-9	1	-0.4
O=C(Nc1ccc(F)cc1)C1CC(=O)N(Cc2ccco2)C1 (stereo not given)	-11	-5	-2	-2	-20	0	-1	-0.2
O=C(Oc1cccc2ccccc12)c1ccccc1	-7	-7	2	4	5	8	7	0.0
CC(CC(=O)Nc1ccccc1)S(=O)(=O)c1ccc(Cl)cc1 (stereo not given)	-1	-6	3	-3	0	2	-3	-0.4

2 successive records out of the list so far:
SMILES	Nox1 inh	rat GALR2 ag	PME-1 Maybridge	luminol inh ctr	OPRK1 antag MB	TLR4 MyD88 blk	S1P1 agonist	NOTCH agonist
CSc1ccc(C(F)(F)F)cc1NC=C(C#N)C#N	42	-9	3	3	26	-2	89*	-0.3
N#Cc1ccc(OCc2ccc(Cl)cc2)cc1	-47	-5	0	1	7	0	11	-0.2

New compounds follow
SMILES	Nox1 inh	rat GALR2 ag	PME-1 Maybridge	luminol inh ctr	OPRK1 antag MB	TLR4 MyD88 blk	S1P1 agonist	NOTCH agonist
C=C(C)c1cccc(C(C)(C)NC(=O)CC(C)=O)c1	-17	-5	2	1	2	-1	-5	-0.2
C/C(=N\N=C(N)N)c1ccc(Br)cc1	-20	-4	-3	2	9	-2	-14	-0.3
COc1ccccc1N1CCN(C(=O)c2cc(C(C)(C)C)oc2C)CC1	-14	-1	0	-5	-6	-5	-9	-0.8
O=C(Cn1nnc2ccccc21)NCCSCc1ccco1	16	-2	-1	-3	7	3	-11	-0.1
COc1cccc(/C=C2\C(=O)c3ccccc3OC2c2ccccc2)c1 (stereo not given)	21	-8	3	-4	23	0	40	0.2
CCOc1ccc(NC(=S)N2CCC(c3ccccc3OC)CC2)cc1	3	-7	5	-16	-16	-6	-5	-0.2
Clc1ccc(-c2ccon2)c(Cl)c1	-28	-8	-2	-1	-2	4	-3	-0.3
O=C(c1ccco1)N1CCN(c2ccc(C(F)(F)F)cn2)CC1	-4	-8	0	-5	15	-7	1	-0.2
C/C(=N\NC1=NCCN1)c1ccc(Br)cc1	-1	-1	0	2	31	-5	-15	-0.3
CS/C(=N\S(=O)(=O)c1ccccc1)N/N=C/c1ccccc1O	8	1	7	-1	7	4	18	-0.5
CC(N)=Nc1cc(-c2ccccc2)[nH]n1	28	-3	6	-6	16	10	0	-0.4
Cc1cc(=O)cc(C)n1NC(=O)c1cccnc1	-42	0	-2	2	-4	2	-15	0.3
Nc1ccccc1SCc1nc(-c2ccc(Cl)cc2)no1	5	-8	7	-3	2	-4	19	-0.3
O=C(CSc1nnc(-c2cccs2)o1)c1ccc(Br)cc1	0	-5	9	-2	9	-2	0	-0.2
OCCCNNC(=S)Nc1ccc(Cl)cc1Cl	-46	-5	-5	8	24	2	9	0.3
CC(=O)c1sc(SCCS(=O)(=O)c2ccccc2)c2c1CC(C)(C)CC2=O	-2	-8	15	-6	-17	-10	5	-1.4
N#C/C(=C\c1ccc([N+](=O)[O-])s1)C(=O)c1ccco1	8	-4	8	2	2	14	-7	0.7
O=C1CCC(=O)N1CN(Cc1cccs1)CN1C(=O)CCC1=O	-49	-5	-3	0	20	3	-3	-0.8
COc1ccc(C(=O)CC(C(=O)c2ccccc2)c2ccccc2)cc1 (stereo not given)	-8	-10	-2	-6	20	-10	102*	-0.3
Cc1ccc2c(c1)c1c(n2CCC#N)C(=O)CCC1	18	-2	9	-6	16	6	3	0.7
O=C(O)CC1(CC(=O)Nc2cccc3nonc23)CCCCC1	28	-6	0	-1	10	-3	1	0.2
CCOC(=O)c1[nH]c(C)c(CC)c1C	-21	-7	-1	-1	17	-11	0	0.5
COc1cc(C=Nc2ccccc2C(=O)O)cc(OC)c1OC	-7	-7	3	-1	-12	1	-11	0.1
CSc1nc2ccc(NC(=O)c3c(-c4ccccc4)noc3C)cc2s1	-36	-6	-4	2	-19	-5	-1	0.3
CN(C)/C=N/NC(=O)c1nc(-c2cccc(-n3cccc3)c2)no1	19	-3	3	1	2	-2	-7	-0.4
COc1cc(C#N)c(OC)cc1Cl	-9	-2	5	-7	6	3	-13	-0.1
Cc1ccc2cc(NC(=O)C3CC(=O)N(Cc4ccc(F)cc4)C3)ccc2n1 (stereo not given)	8	-9	5	4	-18	-2	-13	.
C=C1COC(=O)N1c1ccccc1[N+](=O)[O-]	-38	-7	0	-2	13	-6	-6	-1.0
CC(C)c1nn(-c2cccc(C(F)(F)F)n2)c(=O)o1	7	-6	2	-3	15	7	0	-0.5
COc1cc(C(O)c2cc(C(F)(F)F)cc(C(F)(F)F)c2)cc(OC)c1OC (stereo not given)	-5	1	3	0	-6	0	32	-1.1
COc1ccc(C)c2c1CCC2	-10	-8	-2	3	8	2	1	-0.7
